High-throughput results deposited in PubChem by National Center for Advancing Translational Sciences (NCATS).
BRCT inh green: inhibitors of human BRCA1 BRCT-phosphoprotein interaction (green fluorophore) | AID 875 | 75,000 tested, 0.05% active | BRCA1 BRCT-phosphopeptide binding, green fluorescence polarization | Potency, µM (series often up to 76.9 µM), for inactives: top-dose activity change, negative = inhibition, actives largely listed as inhibitors;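 also: potency is read from the fitted curve at half-maximal effect; plate controls were peptide without protein for full effect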
Target sequence (P38398 whole entry, looked up): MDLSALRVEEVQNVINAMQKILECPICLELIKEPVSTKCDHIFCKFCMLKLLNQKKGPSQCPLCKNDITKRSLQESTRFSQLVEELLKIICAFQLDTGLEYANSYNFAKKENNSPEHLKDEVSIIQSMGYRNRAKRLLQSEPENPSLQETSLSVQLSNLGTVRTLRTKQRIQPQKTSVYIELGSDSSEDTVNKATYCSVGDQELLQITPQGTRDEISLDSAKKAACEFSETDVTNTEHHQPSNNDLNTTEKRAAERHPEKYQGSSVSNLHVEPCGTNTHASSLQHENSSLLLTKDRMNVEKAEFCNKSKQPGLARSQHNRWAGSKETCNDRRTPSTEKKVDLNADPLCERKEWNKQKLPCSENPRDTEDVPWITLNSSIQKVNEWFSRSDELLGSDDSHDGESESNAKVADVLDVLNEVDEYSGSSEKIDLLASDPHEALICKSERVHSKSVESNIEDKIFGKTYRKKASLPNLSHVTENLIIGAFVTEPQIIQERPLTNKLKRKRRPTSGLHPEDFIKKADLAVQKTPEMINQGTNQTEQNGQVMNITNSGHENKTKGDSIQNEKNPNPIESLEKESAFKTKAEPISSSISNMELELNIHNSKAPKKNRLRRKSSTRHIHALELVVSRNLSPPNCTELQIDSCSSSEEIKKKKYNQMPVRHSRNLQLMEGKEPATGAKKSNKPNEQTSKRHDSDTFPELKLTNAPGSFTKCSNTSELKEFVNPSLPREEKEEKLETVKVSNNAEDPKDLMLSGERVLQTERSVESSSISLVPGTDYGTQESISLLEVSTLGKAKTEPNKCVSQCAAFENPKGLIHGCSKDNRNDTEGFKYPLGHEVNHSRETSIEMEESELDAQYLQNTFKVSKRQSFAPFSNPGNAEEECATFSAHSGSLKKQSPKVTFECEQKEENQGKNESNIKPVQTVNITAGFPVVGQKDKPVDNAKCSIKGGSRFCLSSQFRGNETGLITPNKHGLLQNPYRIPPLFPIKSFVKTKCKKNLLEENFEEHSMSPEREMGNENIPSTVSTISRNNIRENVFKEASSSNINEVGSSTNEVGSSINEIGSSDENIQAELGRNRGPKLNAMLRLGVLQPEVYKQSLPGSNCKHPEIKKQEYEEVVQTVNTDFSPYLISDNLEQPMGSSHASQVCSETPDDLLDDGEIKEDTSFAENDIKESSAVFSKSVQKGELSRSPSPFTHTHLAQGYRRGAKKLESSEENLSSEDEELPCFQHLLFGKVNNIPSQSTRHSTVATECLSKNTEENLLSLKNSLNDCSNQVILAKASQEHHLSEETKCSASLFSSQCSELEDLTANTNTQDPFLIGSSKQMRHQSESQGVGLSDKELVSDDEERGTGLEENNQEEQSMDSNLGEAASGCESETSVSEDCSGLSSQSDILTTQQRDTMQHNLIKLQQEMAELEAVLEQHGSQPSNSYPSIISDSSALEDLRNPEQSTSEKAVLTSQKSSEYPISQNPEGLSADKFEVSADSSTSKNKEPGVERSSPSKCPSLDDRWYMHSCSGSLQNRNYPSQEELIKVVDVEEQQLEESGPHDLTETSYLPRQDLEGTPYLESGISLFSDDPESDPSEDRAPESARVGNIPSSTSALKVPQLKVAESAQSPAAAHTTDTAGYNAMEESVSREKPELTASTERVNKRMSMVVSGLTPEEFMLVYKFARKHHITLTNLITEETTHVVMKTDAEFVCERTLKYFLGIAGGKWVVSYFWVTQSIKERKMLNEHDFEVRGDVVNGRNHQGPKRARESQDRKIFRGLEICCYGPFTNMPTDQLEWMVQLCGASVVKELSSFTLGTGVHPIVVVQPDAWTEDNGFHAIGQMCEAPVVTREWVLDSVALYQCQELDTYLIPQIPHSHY
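Fluorescence polarization: His-tagged BRCT (~35 kDa BRCA1 C-terminus, 250 nM) bound to 100 nM fluorescein-labeled phosphorylated 10-aa BACH1 peptide, pH 7.3 phosphate buffer with DTT and Tween 20. Compounds incubated 12 min at room temperature; inhibition read as lowered polarization.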
15-hLO inh: inhibitors of human 15-lipoxygenase (ALOX15) | P16050 | purified 15hLO-1, xylenol orange hydroperoxide absorbance | Potency, µM (highest dose often 57.1 µM), without a hit: top-dose activity change, negative = inhibition, most hits filed as inhibitors | 74,000 tested, 1.4% active | AID 887; also: potency is read from the fitted curve at half-maximal effect; % is scaled to controls: 0 for no effect and ±100 for the full control effect; nearly all actives have a fitted effect of over 55% in size
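40 nM 15hLO-1 + cpd, 15 min RT; start w/ 50 uM AA (final), 6 min RT; stop/detect w/ 200 uM XO + 300 uM Fe(II) in 50 mM H2SO4, 30 min; A573/A405. Buffer 25 mM Hepes pH 7.5, 0.01% Triton X-100. No-enzyme wells as negative control.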
Ub-GFP proteasome: ubiquitin-GFP accumulation via proteasome inhibition; Ubiquitin-GFP reporter cells, proteasome inhibition, GFP fluorescence; response scale: untreated = 0%, 10 µM MG-132 = 100%; Potency, µM (series often up to 45.9 µM), without a hit: top-dose activation (GFP accumulation), actives largely listed as activators; 67,000 tested, under 10 active; active = well fitted activation curve with a large enough effect, not every such curve was filed as active; inconclusive = small, poorly fitted or top-dose-only effect, or another doubt; inactive = no such curve, though single readings can be large or run the other way; also: potency is read from the fitted curve at half-maximal effect
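U2OS cells stably expressing ubiquitin(G76V)-GFP, seeded overnight in 0.5% FBS medium, were exposed to compounds (qHTS, 46 uM to 2.9 nM) for 4 hr at 37 °C. GFP-positive cells were counted by laser cytometry (488 ex/515 em), normalized between basal and 10 uM MG-132.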
BRCT inh red: inhibitors of human BRCA1 BRCT-phosphoprotein interaction (red fluorophore). BRCT-phosphopeptide binding, red fluorescence polarization. 75,000 tested, 0.03% active. P38398. Potency, µM (series often up to 76.9 µM), for inactives: top-dose activity change, negative = inhibition, hits mostly inhibitors; also: % is scaled to controls: 0 for no effect and ±100 for the full control effect
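Fluorescence polarization: 100 nM His-tagged BRCA1 BRCT with 100 nM TAMRA-labelled phospho-BACH1 decapeptide, phosphate buffer pH 7.3 with 150 mM NaCl, DTT, 0.01% Tween 20; 12 min RT. Binding inhibition seen as FP decrease.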
Pol III holo inh: inhibitors of bacterial DNA polymerase III holoenzyme; 71,000 tested, 0.25% active; reconstituted DNA polymerase III holoenzyme replication, biochemical; Potency, µM (titrated, usually from 57.1 µM), for the others: top-dose activity change, negative = inhibition; AID 603; also: potency is read from the fitted curve at half-maximal effect; % is scaled to controls: 0 for no effect and ±100 for the full control effect
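Reconstituted *E. coli* holoenzyme (0.35 nM Pol III, 1 nM beta, 154 nM SSB, 2 nM primase) was preincubated with compound for 15 min at RT. Synthesis on 1.4 nM ssM13Gori ran 35 min, then was stopped with PicoGreen/EDTA and read as dsDNA fluorescence.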
Epigenetic mod: derepresses silenced GFP locus in mouse C127i cells; mouse C127i GFP locus derepression, cytometry, 30 h; AID 597; 68,000 tested, 0.09% active; Potency, µM (top dose mostly 46.1 µM), for the others: at the highest dose GFP derepression (activation); also: % of control where 0% means no effect
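Derepression screen: silenced CMV-GFP reporter in murine C127i cells, 30 h compound incubation at 37 C, washed cells imaged by laser-scanning cytometer to enumerate GFP-expressing objects of 20 to 120 um.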
CRE Fsk mod: CRE-bla signaling modulation under forskolin stimulation; CHO CRE-bla reporter (cAMP response element driving beta-lactamase), forskolin EC10, beta-lactamase ratio; Potency, µM (titrated, usually from 38.2 µM), inactives show top-dose activity change, negative = inhibition, most hits filed as activators; 71,000 tested, 2.5% active; AID 662; active = well fitted activation curve with a large enough effect in the signal ratio, with a control signal flat, not every such curve was filed as active; inconclusive = small, poorly fitted or top-dose-only effect, or effect the other way, or a change in a side signal; the % refers to the signal ratio; also: potency is read from the fitted curve at half-maximal effect; % of control where 0% means no effect
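Modulation of forskolin-driven signalling is measured in CHO cells carrying a CRE-controlled beta-lactamase reporter. Cells are stimulated with EC10 NKH 477 in the presence of titrated compound for 3 h at 37 °C, then loaded with CCF4 for 2 h at room temperature.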
4MU fluor: 4-MU region autofluorescence; compound autofluorescence, 340/450 nm, 4-MU equivalents; hits give high values; max dye-equivalent concentration, M; 59,000 tested, 11% active; in the data active = max dye-equivalent concentration above about 10 nM; inconclusive = mostly about 1.1 nM to 9.6 nM
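Compounds in 100 mM Tris, pH 8.0, sat 15 min at room temperature before fluorescence was read at 340 nm excitation/450 nm emission; a per-plate six-point 4-MU standard curve converted signals to dye-equivalent concentration at each compound concentration.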
HBB splicing: hemoglobin beta splicing modulation | 65,000 tested, 0.06% active | HBB splicing reporter cell assay, activation; EGFP reporter with mutant IVS2-654 intron; response scale: normalised to 500 nM splice-correcting PNA | Potency, µM (titrated, usually from 46.1 µM), inactives show top-dose activation, hits mostly activators; also: potency is read from the fitted curve at half-maximal effect; 0% is about no effect
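HeLa cells stably expressing EGFP interrupted by mutant beta-globin intron 2 (IVS2-654), 500/well in 2% FCS. Treated with compound for 2 days at 37C. Splicing correction scored as total well GFP intensity (488 nm excitation, 500-520 nm emission); 500 nM antisense PNA served as control.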
A350 autofl: compounds fluorescent in Alexa 350 spectral region. AID 590. Compound autofluorescence, 340/450 nm, Alexa 350 dye-equivalents; hits give high values. 59,000 tested, 11% active. max dye-equivalent concentration, M; in the data active = max dye-equivalent concentration above about 10 nM; inconclusive = mostly about 1.1 nM to 9.6 nM
Hsp90 Hop PPI: changes Hsp90-Hop TPR2A binding signal, up or down; AlphaScreen TPR2A-His6 binding biotin-Hsp90 C-terminal peptide; 71,000 tested, 0.44% active; Potency, µM (top dose mostly 57 µM), without a hit: at the top dose activity change, negative = inhibition; active = well fitted curve in either direction with a large enough effect; inconclusive = small, poorly fitted or top-dose-only effect, or another doubt; also: potency is read from the fitted curve at half-maximal effect; % is scaled to controls: 0 for no effect and ±100 for the full control effect; many of its hits are not listed in these tables
Numbers without * were called inactive; i = inactive; u = inconclusive; x = no result given; [ ] = another dose, or the depositor's remark. Unless noted, calls follow the shape of the dose curve; as a rule, active = well fitted curve in the direction sought with a large enough effect; inconclusive = small, poorly fitted or top-dose-only effect, or another doubt; inactive = no such curve, though single readings can be large; an effect the other way counts as inactive or inconclusive.

The line under a structure holds: BRCT inh green | 15-hLO inh | Ub-GFP proteasome | BRCT inh red | Pol III holo inh | Epigenetic mod | CRE Fsk mod | 4MU fluor | HBB splicing | A350 autofl | Hsp90 Hop PPI
COc1cc(C2C(C#N)=C(N)Oc3n[nH]c(-c4ccncc4)c32)cc(OC)c1OC (configuration not stated)
    -0.8% | 0% | -8% | 0.5% | -2% | 2% | u | i | -0.6% | i | -1%
COc1ccccc1-c1nnc2sc(-c3cc4ccccc4o3)nn12
    -3.0% | -4% | -3% | 0.6% | -14% | 3% | 4µM* | 3.6e-08M* | 3.4% | 3.8e-08M* | -1%
Cc1ccc(-c2nn(-c3ccccc3)cc2C2SCC(=O)N2Cc2ccccc2)o1 (configuration not stated)
    -0.3% | u | 3% | 0.2% | -11% | x | u | x | -0.9% | x | -5%[2.3 µM]
CCOC(=O)C1CCN(CC(O)COc2ccc(C(=O)CC)cc2)CC1 (configuration not stated)
    1.9% | 3% | 2% | 0.2% | -7% | 2% | 3% | i | 0.1% | i | 7%
CC(C)Oc1cccc(C(=O)Nc2ccc(CN3CCOCC3)cc2)c1
    0.5% | 0% | -4% | 0.9% | 1% | 6% | -2% | i | -0.9% | i | 1%
C[C@@H](CN(C)C)CN1c2ccccc2Sc2ccccc21
    0.1%[34.4 µM] | -1%[25.6 µM] | 2%[20.5 µM] | -2.5%[34.4 µM] | -4%[25.6 µM] | -2%[20.6 µM] | -17%[17.1 µM] | i | -1.3%[20.6 µM] | i | -5%[26 µM]
CN1CCN(CC#CC2(O)CCCCC2)CC1
    -0.6% | 2% | -3% | -0.3% | -5% | 0% | -2% | i | x | i | u
Cc1ccccc1N1CCN(S(=O)(=O)c2ccc3oc(=O)ccc3c2)CC1
    -1.6% | -7% | -3% | 0.8% | 6% | 2% | -1% | i | -2.6% | i | -4%
CC(C)C(c1nnnn1CCc1ccccc1)N1CCOCC1 (configuration not stated)
    -1.8% | -11% | 4% | -0.1% | -5% | -1% | 7% | u | -2.5% | u | 3%
Cc1cc(C(=O)Nc2cccnc2)on1
    -0.8% | 7% | 3% | -0.5% | -6% | -1% | -2% | x | -0.5% | x | 0%
CCCc1cc(=O)n2[nH]c(NCc3ccc(Cl)cc3Cl)nc2n1
    1.2% | -4% | 1% | -0.4% | -10% | 0% | -12% | i | -2.7%[57.5 µM] | i | 0%
COc1cc(-c2nnc3sc(Cc4ccccc4)nn23)cc(OC)c1OC
    2.6% | u | 0% | -0.3% | -4% | 0% | 10µM* | i | 1.9%[1.84 µM] | u | -1%
O=C(NCc1ccccc1Cl)c1cnn2cccnc12
    -0.4% | 9% | -3% | 0.0% | -4% | 0% | 0% | 2e-08M* | -1.0% | 1.9e-08M* | -1%
O=C(Nc1ccccc1C(=O)OCn1nnc2ccccc2c1=O)c1ccco1
    1.3% | 3% | -5% | 1.4% | -4% | 7% | u | i | -0.5%[57.5 µM] | u | -3%
COc1ccc(N2CCN(Cc3cc(=O)oc4c3ccc3ccccc34)CC2)cc1
    -1.3% | -3% | 3% | 0.8% | -7% | 6% | -2% | u | -1.5%[57.5 µM] | u | -8%

As entered above.
Result of CCOC(=O)C1CCN(CC(O)COc2ccc(C(=O)CC)cc2)CC1 (configuration not stated) in Epigenetic mod: 2%
Result of Cc1cc(C(=O)Nc2cccnc2)on1 in Ub-GFP proteasome: 3%

Following part.
The line under a structure holds: BRCT inh green | 15-hLO inh | Ub-GFP proteasome | BRCT inh red | Pol III holo inh | Epigenetic mod | CRE Fsk mod | 4MU fluor | HBB splicing | A350 autofl | Hsp90 Hop PPI
CCCC(=O)C1=C(O)C(C(=O)OC)C(C)(C)CC1=N (configuration not stated)
    0.2% | 13% | u | -2.2% | 2% | -2% | 9% | x | 0.7% | x | -3%
CCN(CC)CCCN1C(=O)C(O)=C(C(C)=O)C1c1cccc(OC)c1 (configuration not stated)
    -1.1% | -27% | -1% | -0.2% | 1% | 4% | 0% | 1.2e-08M* | -0.7% | 1.2e-08M* | 3%
CCOCCn1c(=O)c2c(nc3n2CCN3c2ccccc2)n(C)c1=O
    -4.1% | 1% | -1% | -3.1% | -6% | 0% | u | i | -2.1%[0.369 µM] | i | -4%
Cc1ccc(C2C(C(=O)c3sc(-c4ccccc4)nc3C)=C(O)C(=O)N2CCN(C)C)o1 (configuration not stated)
    -0.2% | -2% | 0% | -1.1% | -4% | 0% | 1% | i | -0.4% | i | -4%
O=C(C1CC1)N(Cc1ccco1)c1nc(-c2ccccc2)cs1
    0.7% | -7% | -4% | 0.3% | -5% | -1% | 1% | i | 1.8% | i | u
O=C(Nc1ccc2c(c1)OCO2)N1CCOCC1
    -1.4% | -1% | 0% | -0.2% | 0% | 3% | -8% | 3.9e-08M* | 0.7% | 5.2e-08M* | -2%
NC(=O)C1(c2ccccc2)CCOCC1
    1.5% | 12% | -1% | 0.5% | -2% | -3% | -10% | i | 0.2% | i | -3%
CCOC(=O)c1ccc(NC(=O)C2CCCN(S(=O)(=O)c3cnc[nH]3)C2)cc1 (configuration not stated)
    -0.5% | 3% | 21% | -0.2% | -2% | u | -14% | x | -0.3% | x | 0%
CCCc1cc(=O)[nH]c(SCC(N)=O)n1
    0.0% | 5% | 1% | 1.9% | -6% | 1% | -6% | i | 0.0% | i | 1%
Oc1ccccc1CNCc1ccccc1O
    -0.5%[15.4 µM] | 2%[11.4 µM] | -6%[9.17 µM] | -0.4%[15.4 µM] | -9%[11.4 µM] | 2%[9.22 µM] | -3%[7.6 µM] | i | 0.1%[9.22 µM] | i | -2%[11 µM]
CC(C(=O)N1c2ccc(F)cc2CCC1C)N1C(=O)c2ccccc2C1=O (configuration not stated)
    -1.3% | 0% | 1% | 0.5% | 0% | -2% | 1% | i | -1.7% | i | -1%
COc1ccc(O)c(-c2cc(-c3cccs3)[nH]n2)c1
    -0.5% | 25µM* | -1% | -0.1% | -3% | -1% | -22% | i | 0.8% | i | -7%
O=C(c1cccc(F)c1)N1CCC2(CCN(Cc3nccs3)CC2)CC1
    -1.3% | 11% | 1% | -1.7% | -3% | -2%[9.22 µM] | -14% | i | 1.6% | i | -19%
O=C(O)/C=C\C(=O)N1Cc2cc3ccccc3nc2C1
    1.1%[15.4 µM] | -3%[11.4 µM] | 3%[9.17 µM] | -1.4%[15.4 µM] | -8%[11.4 µM] | -2%[9.22 µM] | 3%[7.6 µM] | u | 1.4%[9.22 µM] | u | -6%[11 µM]
CCCOc1ccc(-c2nnc(-c3ccncc3)o2)cc1
    -0.2% | -5% | -5% | -3.0% | -3% | 5% | 5% | i | x | i | 2%
COc1ccc(S(=O)(=O)N2CCC(C)CC2)cc1Br
    -0.9% | -9% | 3% | 1.1% | 1% | 4% | -2% | i | -0.5% | i | 19%
Cc1ccc(C)c(NC2=NS(=O)(=O)c3ccccc32)c1
    1.1% | -3% | -6% | -1.4% | 1% | 0% | -2% | i | 8.4% | u | -4%

Sorted by molecular weight (smallest number first): some entries from above
The line under a structure holds: BRCT inh green | 15-hLO inh | Ub-GFP proteasome | BRCT inh red | Pol III holo inh | Epigenetic mod | CRE Fsk mod | 4MU fluor | HBB splicing | A350 autofl | Hsp90 Hop PPI
Oc1ccccc1CNCc1ccccc1O
    -0.5%[15.4 µM] | 2%[11.4 µM] | -6%[9.17 µM] | -0.4%[15.4 µM] | -9%[11.4 µM] | 2%[9.22 µM] | -3%[7.6 µM] | i | 0.1%[9.22 µM] | i | -2%[11 µM]
O=C(O)/C=C\C(=O)N1Cc2cc3ccccc3nc2C1
    1.1%[15.4 µM] | -3%[11.4 µM] | 3%[9.17 µM] | -1.4%[15.4 µM] | -8%[11.4 µM] | -2%[9.22 µM] | 3%[7.6 µM] | u | 1.4%[9.22 µM] | u | -6%[11 µM]
COc1ccc(O)c(-c2cc(-c3cccs3)[nH]n2)c1
    -0.5% | 25µM* | -1% | -0.1% | -3% | -1% | -22% | i | 0.8% | i | -7%
COc1ccc(S(=O)(=O)N2CCC(C)CC2)cc1Br
    -0.9% | -9% | 3% | 1.1% | 1% | 4% | -2% | i | -0.5% | i | 19%
